ASM inhibitor: inhibitors of human secretory acid sphingomyelinase | Potency, µM (doses to about 57.5 µM), for the others: at the top dose activity change, negative = inhibition, hits mostly inhibitors | hit rate 0.006% among 340,000 | placental ASM, HMU-PC fluorogenic substrate, 60 min; further: potency means the concentration at half of the fitted maximal effect
Target sequence (P17405 47-631 limits assumed): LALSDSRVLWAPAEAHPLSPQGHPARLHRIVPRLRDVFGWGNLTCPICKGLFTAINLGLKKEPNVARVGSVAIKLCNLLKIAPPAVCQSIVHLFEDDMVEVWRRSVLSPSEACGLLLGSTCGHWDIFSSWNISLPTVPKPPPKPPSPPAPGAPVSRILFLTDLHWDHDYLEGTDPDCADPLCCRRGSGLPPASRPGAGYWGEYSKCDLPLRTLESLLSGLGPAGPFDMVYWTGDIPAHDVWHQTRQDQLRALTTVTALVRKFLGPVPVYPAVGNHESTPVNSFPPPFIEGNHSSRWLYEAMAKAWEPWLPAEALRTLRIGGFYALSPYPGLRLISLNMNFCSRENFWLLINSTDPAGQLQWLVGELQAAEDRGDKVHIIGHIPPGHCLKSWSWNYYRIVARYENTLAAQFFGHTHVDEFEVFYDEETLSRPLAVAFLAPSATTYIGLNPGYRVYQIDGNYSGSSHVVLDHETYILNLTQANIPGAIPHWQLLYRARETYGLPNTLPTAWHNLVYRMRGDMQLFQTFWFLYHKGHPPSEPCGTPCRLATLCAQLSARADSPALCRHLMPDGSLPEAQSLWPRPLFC
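HMU-PC0 cleavage (9 uM final) by human placental ASM, 60 min at 37 °C following 10 min compound exposure at RT; stopped at pH 10, fluorescence Ex 386/Em 447 nm.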
Giardia killer: Giardia lamblia killing; hit rate 0.15% among 340,000; AID 540267; Giardia lamblia trophozoite viability; activity change, % at 7.66 µM, hits read low; in the data active means activity change below about -80%; inconclusive means between about -30% and that limit;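 further: parasites exposed to compound for two days anaerobically before the ATP read; on the % scale 0 is the no-effect control and ±100 the full control effect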
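Giardia lamblia trophozoites (100 cells/well) were incubated with compounds for 48 h at 37 deg C under anaerobic conditions. Viability was read as ATP content by one-step luminescence after 15-30 min at room temperature.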
Integrin act MD: activators of alpha7 integrin expression for muscular dystrophy; alpha7betagal myoblasts, beta-gal FDG fluorescence, 48 h; hit rate 0.064% among 350,000; Potency, µM (highest dose often 38.3 µM), inactives show at the top dose activation, hits mostly activators;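 further: potency means the concentration at half of the fitted maximal effect; 100% = response of the positive control SU9516; nearly all actives have a fitted effect of over 60% in size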
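alpha7betagal+/- myoblasts (passage 13, 250/well) treated 48 h at 37C with compounds at 1:260 dilution of DMSO stock. Lysed, then beta-galactosidase activity read as FDG fluorescence (ex 480/em 540) after 30 min, with pre-read for autofluorescence.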
PTAP TSG101 blk: blocks PTAP/TSG101 interaction to inhibit HIV-1 budding. Potency, µM (top dose mostly 115 µM), for the others: at the top dose activity change, negative = inhibition, most hits filed as inhibitors. Fluorescence polarization, FITC-PTAP peptide / Tsg101 binding. Q99816. 340,000 tested, under 10 active. AID 493005; active means well fitted inhibition curve with a large enough effect in the main read-out, with a control signal flat, not every such curve was filed as active; inconclusive means small, poorly fitted or top-dose-only effect, or effect the other way, or a change in a side signal; inactive means no such curve, though single readings can be large or run the other way; further: potency means the concentration at half of the fitted maximal effect; % of control where 0% means no effect
Target sequence (Q99816 whole entry, looked up): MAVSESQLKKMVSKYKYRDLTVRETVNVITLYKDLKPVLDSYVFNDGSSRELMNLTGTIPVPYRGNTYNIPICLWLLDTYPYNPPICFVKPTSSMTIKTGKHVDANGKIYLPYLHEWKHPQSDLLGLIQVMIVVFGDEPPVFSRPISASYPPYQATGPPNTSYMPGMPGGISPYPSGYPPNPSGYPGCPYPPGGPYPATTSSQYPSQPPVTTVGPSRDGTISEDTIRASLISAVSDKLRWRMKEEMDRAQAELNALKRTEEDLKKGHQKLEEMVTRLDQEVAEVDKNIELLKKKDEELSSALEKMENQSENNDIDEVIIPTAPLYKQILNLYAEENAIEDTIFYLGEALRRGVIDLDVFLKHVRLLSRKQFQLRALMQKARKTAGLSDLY
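Fluorescence anisotropy tracks displacement of a FITC-tagged PTAP peptide (50 nM) from the Tsg101 binding domain (10 uM), following a 20 min room-temperature incubation at pH 7.5.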
The depositor's hits bear a star; ? = inconclusive; [ ] = another dose, or the depositor's remark. Unless noted, the call rests on the fitted dose curve; in most records, active means well fitted curve in the direction sought with a large enough effect; inconclusive means small, poorly fitted or top-dose-only effect, or another doubt; inactive means no such curve, though single readings can be large; an effect the other way counts as inactive or inconclusive.

No.	SMILES	ASM inhibitor	Integrin act MD	PTAP TSG101 blk	Giardia killer
1	CCOc1cc(C)nc(N2CCC(C(=O)NCC3CCCO3)CC2)n1 (centres undefined)	0%	-11%	-2%	-15
2	CC(/C=C/c1ccc(O)cc1)=NNc1ccccc1	-5%	0%	-5%	4
3	O=C(Cn1cc(COc2c(F)c(F)c(Br)c(F)c2F)nn1)c1ccc(O)cc1	-10%	-8%	-7%	11
4	CC1(C)c2ccccc2C(=O)c2ccccc21	-2%	-15%	1%	5
5	c1ccc2c(c1)c1c(c3ccccc32)CN2CCCC2C1 (centres undefined)	11%	-14%	-1%	2
6	Cc1ccc(Cn2c(CCNc3nc(-c4ccc(Cl)c([N+](=O)[O-])c4)cs3)nc3cc(Cl)c(Cl)cc32)cc1	-6%	26%	0%	0
7	CN(C)C(=O)COC(=O)c1cccc(S(=O)(=O)Nc2ccc(OCc3ccccc3)cc2)c1	-18%	-13%	1%	-11
8	CCC(C)C(=O)OC1CCC=C2C=CC(C)C(CCC3CC(O)CC(=O)O3)C21 (centres undefined)	0%	-43%	-1%	13
9	CN1CCC(OC(=O)c2ccc(Br)cc2)CC1	5%	1%	-3%	23
10	Cc1cc(Sc2ccc([N+](=O)[O-])cn2)ccc1Br	-2%	-27%	0%	-12
11	CCC(=O)C1CCCN(C(=O)c2cccc(OC3CCN(S(C)(=O)=O)CC3)c2)C1 (centres undefined)	0%	9%	-2%	-11
12	CC(C)(C)S(=O)N1Cc2ccc(CO)cc2[C@@H]1CCO (some centres undefined)	5%	35%	0%	-11
13	O=C(Cc1ccccc1Cl)c1ccccc1	0%	23%	-6%	-10
14	CCN(C(=O)COC(=O)C1CCC(C(C)(C)C)CC1)c1c(N)n(Cc2ccccc2)c(=O)[nH]c1=O (centres undefined)	2%	5%	1%	15
15	COc1cc(NC(=O)NCc2ccco2)ccc1-c1ccc(NC(=O)NCc2ccco2)cc1OC	-3%	-27%	1%	-21
16	CN(C(=O)/C=C/c1ccccc1)C1CCCCC1	6%	31%	0%	-1
17	COc1cc(OC)c(-c2oc3ccccc3c(=O)c2O)c(OC)c1	7%	-23%	-1%	-8
18	COc1cccc2nc3c(C(=O)NCCN(C)C)cccc3cc12	14%	-52%[inhibitor]	-11%	-5
19	O=C1OCC2=C1C(c1ccc(Cl)cc1)c1cc3c(cc1O2)OCO3 (centres undefined)	-16%	19%	1%	5
20	Cc1cccc(C2NC(=O)c3ccccc3N2)c1 (centres undefined)	116%[activator]	21%	-1%	0
21	CN(CCc1ccccc1)C(=O)c1ccc(NC(=O)Cc2cccc(NC(=O)C3CCN(C(=O)C4CCC4)CC3)c2)cc1	-2%	14%	0%	-13
22	Cc1ccc(C)c(N/C=C(\C#N)c2nc3ccccc3o2)c1	32%	30%	-3%	4
23	COc1cc(OC)c(C=NNC(=S)NC23CC4CC(CC(C4)C2)C3)c(OC)c1	-13%	13%	-2%	-4
24	Cc1csc(NC(C)c2nc3cc(Cl)c(Cl)cc3n2CCCO)n1 (centres undefined)	4%	-7%	2%	23
25	COc1cc(C(=O)N2CCN(c3cccc(C(F)(F)F)c3)CC2)ccc1OCC(=O)N1CCOCC1	5%	-16%	-6%	-6
26	Fc1cccc(-c2ncc(-c3ccccc3)o2)c1	1%	20%	-4%	-27
27	COc1ccc(CCNC(=O)CNS(=O)(=O)c2ccc(Br)cc2)cc1	5%	15%	-3%	-7
28	COc1cc(OCc2ccccc2)c(C(=O)/C=C/c2ccc3c(c2)OCO3)c(OC)c1OC	-3%	-17%	-10%	-10
29	COc1cc(OC)c(N(C)C(=O)c2cc3c(s2)-c2ccccc2S(=O)(=O)C3)cc1Cl	-13%	3%	-2%	14
30	Cc1ccc(NS(=O)(=O)c2ccc(OCC(=O)NCc3ccccn3)cc2)cc1	5%	0%	-4%	-11

The results go on.
No.	SMILES	ASM inhibitor	Integrin act MD	PTAP TSG101 blk	Giardia killer
31	O=Cc1ccc([B-](F)(F)F)s1	1%	35%	-3%	-22
32	Nc1c(Br)cc(Br)c2c1-c1ccc([N+](=O)[O-])cc1C2	0%	18%	-3%	-11
33	O=C(CC(NCCN1CCOCC1)C(=O)O)Nc1cccc(Cl)c1 (centres undefined)	-3%	-11%	-1%	10
34	C=CCn1c(=O)[nH]c(=O)c2c(N)c(C(=O)c3ccc(OC)cc3)sc21	-9%	12%	1%	6
35	S=C1NCCN1CC1CCN(CCC23CC4CC(CC(C4)C2)C3)CC1	-7%	-8%	0%	9
36	CN(C(=O)c1cccc(NC(=O)Cc2cccc(NC(=O)C3CCN(C(=O)c4ccccc4)CC3)c2)c1)C1CCCC1	-12%	6%	-3%	?
37	Cc1ccc(CC2(OCCN(C)C)CCC(C(C)(C)C)CC2)cc1 (centres undefined)	-5%	-50%[inhibitor]	-3%	-2
38	COc1ccccc1C(=O)OCCc1ccccc1	3%	8%	-3%	-1
39	O=C1NC2(CCCCC2)OC12CCCCC2	2%	1%	-2%	11
40	O=C(/C=C/c1cccs1)c1cc(F)ccc1OC(=O)N1CCOCC1	1%	-31%	-5%	-11
41	O=C(C1=C(O)C(=O)N(Cc2ccccc2)C1c1cccnc1)c1ccco1 (centres undefined)	-1%	-30%	0%	-5
42	C#CCNC(=O)C1=C[C@@H](c2ccc3c(c2)OCO3)C[C@@H](OCc2ccc(CO)cc2)O1	-4%	25%	-4%	28
43	Nc1ncnc2[nH]c(=S)[nH]c12	8%	0%	-1%	2
44	CC(=O)Oc1c(Cl)cc(N(C(C)=O)S(=O)(=O)c2ccccc2)c2ccccc12	3%	-56%[inhibitor]	-2%	3
45	Cc1cccc(-c2ccc3c(c2)C2CC3CCN2C(=O)OCc2ccccc2)c1 (centres undefined)	-5%	3%	1%	1
46	Cc1cccc(CN2CCN(CC(=O)NCc3ccc(F)cc3)C2=O)c1	2%	10%	1%	15
47	CC(C)C(=O)Nc1cccc(COc2ccc(CN(Cc3ccccc3)C(=O)OC(C)(C)C)cc2)c1	-4%	6%	-3%	4
48	Cc1nc2ncnn2c(N2CCC(C(=O)NCC3CCCO3)CC2)c1Cc1ccccc1 (centres undefined)	5%	-7%	-6%	-12
49	CC(C)CCNC(=S)Nc1ccc(F)cc1	0%	-32%[inhibitor]	-9%	-23
50	C[C@@H]1CN([C@@H](C)CO)C(=O)c2cc(NS(C)(=O)=O)ccc2O[C@@H]1CN(C)Cc1ccc(C(F)(F)F)cc1	-3%	8%	-4%	-6
51	COc1ccc(C2(SCC(N)C(=O)O)c3ccccc3-c3ccccc32)cc1 (centres undefined)	0%	8%	-8%	-1
52	O=C1Nc2ccccc2C1=O	3%	0%	0%	11
53	O=c1[nH]c2cc(Cl)c(Br)cc2o1	-1%	-11%	2%	-10
54	COc1ccc(OC)c(CN2CCN(C(=O)c3cc(S(=O)(=O)N4CCOCC4)ccc3C)CC2)c1	8%	-3%	1%	5
55	CC1=Nc2ccc(C)c3nc(C)cc(c23)N1c1ccc(C)cc1	12%	-14%	-3%	-16
56	Cc1cccc(Cc2nc3ccccc3[nH]2)c1	6%	6%	-4%	10
57	Cn1c(=O)oc2cc(S(=O)(=O)NCC3CCCO3)ccc21 (centres undefined)	4%	15%	-1%	-4
58	Cc1ccc(-n2ncc3c2CCCC3NC(=O)CCn2ccnc2C)cc1C (centres undefined)	3%	-1%	1%	18
59	Cc1ccc(C(C)NC(=O)c2cccs2)cc1C (centres undefined)	-6%	-17%	1%	-3
60	COc1ccc(C(CNC(=O)c2cccc(S(=O)(=O)Nc3ccc(F)cc3)c2)N2CCCCC2)cc1 (centres undefined)	-2%	0%	1%	-25

Reformatted: five of the compounds above.
37	Cc1ccc(CC2(OCCN(C)C)CCC(C(C)(C)C)CC2)cc1 (centres undefined)
38	COc1ccccc1C(=O)OCCc1ccccc1
39	O=C1NC2(CCCCC2)OC12CCCCC2
40	O=C(/C=C/c1cccs1)c1cc(F)ccc1OC(=O)N1CCOCC1
41	O=C(C1=C(O)C(=O)N(Cc2ccccc2)C1c1cccnc1)c1ccco1 (centres undefined)

| assay / entry | 37 | 38 | 39 | 40 | 41 |
| --- | --- | --- | --- | --- | --- |
| ASM inhibitor | -5% | 3% | 2% | 1% | -1% |
| Integrin act MD | -50%[inhibitor] | 8% | 1% | -31% | -30% |
| PTAP TSG101 blk | -3% | -3% | -2% | -5% | 0% |
| Giardia killer | -2 | -1 | 11 | -11 | -5 |

(further entries)
No.	SMILES	ASM inhibitor	Integrin act MD	PTAP TSG101 blk	Giardia killer
61	Nc1ccc(S(=O)(=O)Nc2cnc3c(Cl)cccc3n2)cc1	1%	16%	0%	-15
62	Cc1ccc2cc(C#N)c(N3CCCN(S(=O)(=O)c4ccccc4)CC3)nc2c1C	129%[activator]	?	-1%	4
63	O=C(Nc1c(Cl)cc2c(c1Cl)Cc1cc([N+](=O)[O-])ccc1-2)C(Cl)Cl	-5%	0%	-1%	-4
64	CCC1Oc2ccc(C)cc2N(CC(=O)NCCc2ccc(OC)c(OC)c2)C1=O (centres undefined)	-3%	-2%	-3%	-5
65	O=C(CCCCCCCC(=O)N1CCCCC1)N1CCCCC1	7%	-13%	-4%	6
66	CCOC(=O)[C@@H]1[C@H]2COc3ccccc3[C@@H]2N2C(=O)N(c3ccc(F)cc3)C(=O)[C@]12C	-2%	19%	-1%	11
67	CCOC(=O)/C=c1/s/c(=C\c2c(OC)ccc3ccccc23)c(=O)n1CC(=O)NCC1CCCO1 (centres undefined)	-12%	-6%	11%	-6
68	CCN(C(=O)CSc1nc2ccccc2n1CC(C)C)c1c(N)n(Cc2ccccc2)c(=O)[nH]c1=O	1%	-24%	3%	7
69	Cc1cccc(NC(=O)c2cccc(S(=O)(=O)Nc3c(C)n(C)n(-c4ccccc4)c3=O)c2)c1	0%	3%	-3%	12
70	CN(C)c1ccc(Cc2ccc(N(C)C)cc2)cc1	2%	-5%	-5%	28
71	CN(Cc1ccc(OC(F)F)cc1)C(=O)c1cccc(S(=O)(=O)N2CCN(c3ccccc3)CC2)c1	-5%	-50%[inhibitor]	-2%	-4
72	C/C=C1\NC(=O)[C@H](CC(N)=O)N(C)C(=O)C([C@@H](C)O)NC(=O)C(CCCc2ccc(OC)cc2)NC(=O)[C@H](C(C)C)NC(=O)/C(=C\C)NC(=O)[C@H](O)[C@@H](C[C@@H](O)CCCCCCC)NC(=O)[C@H](C)NC(=O)CN(C)C(=O)[C@H](CCC(N)=O)NC1=O (some centres undefined)	-5%	-36%	1%	40[activator]
73	COc1ccc(S(=O)(=O)N(C)C)cc1NCC(=O)Nc1cccc2ccccc12	-2%	1%	1%	15
74	CCCCn1cnc2c(SCc3ccccc3)nc(N)nc21	-9%	-8%	-4%	-25
75	O=C(Nc1ccc(OC(F)(F)C(F)F)c(NC(=O)c2ccc(F)cc2)c1)c1ccc(F)cc1	-2%	0%	0%	-9
76	CCN(C(=O)COC(=O)C(c1ccccc1)c1ccccc1)c1c(N)n(Cc2ccccc2)c(=O)[nH]c1=O	0%	7%	-5%	11
77	COc1ccn(C2CCCCO2)c(=O)n1 (centres undefined)	-3%	0%	-1%	-3
78	CS(=O)(=O)c1ccc(Cl)c(NC(=O)COC(=O)CCN2C(=O)C3CC=CCC3C2=O)c1 (centres undefined)	0%	-14%	-3%	-11
79	Cc1nc2ccc(C(=O)Nc3ccc(N(C)C)cc3)cc2s1	-3%	-17%	-2%	8
80	O=C(Cc1cccc(NC(=O)C2CCCN(C(=O)c3ccccc3)C2)c1)Nc1ccc(C(=O)N2CCOCC2)cc1 (centres undefined)	-1%	11%	-2%	-6
81	Cc1ccc(Cn2c(C(CO)Nc3nc(-c4ccc(F)cc4)cs3)nc3ccccc32)cc1 (centres undefined)	?	-4%	-2%	10
82	Cc1ccc(-n2nc(C(=O)N3CCN(C)CC3)c3c4ccccc4n(C)c3c2=O)cc1	-1%	-3%	-4%	-10
83	O=C(C=P(c1ccccc1)(c1ccccc1)c1ccccc1)c1ccccc1-c1ccccc1C(=O)C=P(c1ccccc1)(c1ccccc1)c1ccccc1	?	-54%[inhibitor]	?	-11
84	Cc1csc(NC(=O)CSc2nc3[nH]c(=O)cc(O)c3s2)n1	180%[activator]	-37%[inhibitor]	0%	-87*
85	Nc1ccc2c(c1)C(O)c1cccc(C(=O)O)c1-2 (centres undefined)	19%	9%	-1%	-1

Some of the compounds tested (hit frequency here may not be typical).
